High-throughput results: PubChem, National Center for Advancing Translational Sciences (NCATS)
TSHR antag – antagonists of human thyroid stimulating hormone receptor. activity change, negative = inhibition, % at 11.5 µM. P16473. hit rate 0.2% among 330,000. TSHR-expressing cells, TSH-stimulated cAMP HTRF, 2 h; stronger effect = lower value;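 active = activity change below a set negative limit, meaning inhibition stronger than a set level, cut at about -70% in these data; inconclusive = activity change between two set negative limits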; note: % is set by controls: 0 for no effect and ±100 for the full control effect
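Freshly harvested TSHR cells receive pin-tooled compound, then EC80 TSH at 4nM final. After 2 hours at 37 deg C, antibody in lysis buffer and cAMP-d2 are added; 30 minutes at ambient temperature precede the HTRF read.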
hERG WT inh – inhibitors of human wildtype KCNH2 potassium channel; Q12809; U2OS, BacMam KCNH2, thallium flux FluxOr; stronger effect = lower value; hit rate 0.37% among 340,000; activity change, % at 1.84 µM;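 active = maximum activity change below -70%; inconclusive = maximum activity change between -70% and -50%; inactive = maximum activity change above -50%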; note: % is set by controls: 0 for no effect and ±100 for the full control effect
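U2OS cells transduced with wild-type KCNH2 virus are loaded with FluxOr dye for 45 min, and thallium flux is measured in kinetic reads before and after stimulation buffer. Rate constants are normalized to DMSO controls.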
TCR act – activators of T cell receptors; primary human leukocytes, anti-CD3, IL-2 HTRF, 48 h; Potency, µM (top dose mostly 9.22 µM), for inactives: at the highest dose activation of IL-2 secretion, most hits filed as activators; 330,000 tested, under 10 active; AID 504894; note: % of control where 0% means no effect
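48 hr co-incubation of compounds, a-CD3 beads and primary human leukocytes; IL-2 quantified homogeneously by HTRF with anti-IL-2 K and d2 conjugates.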
CXXC DNA block – MLL CXXC-DNA interaction inhibition. Q03164. MLL-CXXC / FITC-HOXA9 DNA fluorescence polarization. Potency, µM (titrated, usually from 115 µM), for inactives: at the top dose activity change, negative = inhibition, usual class: inhibitors. hit rate 0.037% among 290,000. AID 2662; active = well fitted inhibition curve with a large enough effect in the polarisation, with a control signal flat, not every such curve was filed as active; inconclusive = small, poorly fitted or top-dose-only effect, or effect the other way, or a change in a side signal; inactive = no such curve, though single readings can be large or run the other way; the % refers to the polarisation; note: potency is the fitted concentration of half-maximal effect
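Fluorescence polarization: 7 uM MLL-CXXC (stock) preincubated 5 min with compounds, then 50 nM fluorescein-HOX-A9 DNA (stock) added; 30 min ambient. Buffer 50 mM Tris-HCl pH 7.5, 50 mM NaCl, 1 mM DTT, 0.05% BSA.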
Tb PFK block – blocks T. brucei phosphofructokinase | hit rate 0.17% among 330,000 | AID 485367 | T. brucei PFK, ADP-Glo luminescence | Potency, µM (titrated, usually from 57.5 µM), without a hit: top-dose activity, negative = inhibition, most hits filed as inhibitors | O15648;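 note: potency is the fitted concentration of half-maximal effect; 0% = uninhibited 1x PFK enzyme wells and -100% = no-enzyme wells; nearly all actives have a fitted effect of over 60% in size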
Target sequence (O15648 whole entry, looked up): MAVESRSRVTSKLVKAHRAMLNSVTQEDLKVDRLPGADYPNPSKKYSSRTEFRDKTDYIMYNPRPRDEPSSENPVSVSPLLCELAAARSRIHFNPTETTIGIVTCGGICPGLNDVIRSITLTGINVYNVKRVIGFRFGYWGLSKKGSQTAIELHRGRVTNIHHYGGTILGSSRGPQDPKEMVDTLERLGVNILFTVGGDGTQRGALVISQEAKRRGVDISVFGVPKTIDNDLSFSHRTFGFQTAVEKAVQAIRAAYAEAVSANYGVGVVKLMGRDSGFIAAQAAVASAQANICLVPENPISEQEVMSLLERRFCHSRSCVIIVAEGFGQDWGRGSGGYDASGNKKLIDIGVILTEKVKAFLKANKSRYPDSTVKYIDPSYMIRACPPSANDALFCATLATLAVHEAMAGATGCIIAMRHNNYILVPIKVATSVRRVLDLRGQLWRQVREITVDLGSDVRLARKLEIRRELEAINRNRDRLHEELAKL
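ADP-Glo luminescence quantified ADP after 45 min at room temperature, with 1.25 nM T. brucei PFK, 0.1 mM ATP and 0.5 mM fructose-6-phosphate in pH 8.0 TEA buffer. qHTS titrations up to 57 µM; curves classified by quality.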
A-T KAP1 phos – potential ataxia-telangiectasia treatments restoring KAP-1 phosphorylation; Potency, µM (highest dose often 57.5 µM), inactives show top-dose activation, usual class: activators; hit rate 0.19% among 320,000; […] A-T fibroblasts, KAP-1 phosphorylation AlphaLISA; neocarzinostatin DNA damage 30 min before lysis; note: potency is the fitted concentration of half-maximal effect; % of control where 0% means no effect; nearly all actives have a fitted effect of over 45% in size
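hTERT-immortalized A-T patient fibroblasts ([…]), 500 cells/well in OPTI-MEM, 1% FBS, got compounds for 60 min, then NCS for 30 min at 37C. Lysates were then assayed for phospho-KAP-1 by AlphaLISA (anti-pKAP1 donor, anti-KAP1 acceptor beads), 6 hr at 25C.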
Chronic BCR inh – blocks chronic active B-cell receptor signaling | Potency, µM (top dose mostly 46.1 µM), without a hit: top-dose ratio change, negative = lower green/red ratio, hits mostly inhibitors | ABC-DLBCL IkBa-CBG/CBR reporter, luminescence ratio, 4 h | hit rate 0.05% among 340,000; active = well fitted inhibition curve with a large enough effect in the signal ratio, with a control signal flat, not every such curve was filed as active; inconclusive = small, poorly fitted or top-dose-only effect, or effect the other way, or a change in a side signal; the % refers to the signal ratio;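 note: potency is the fitted concentration of half-maximal effect; plate controls were basal doxycycline-induced cells for no effect and cells given 10 µM MG132 for full effect; MG132 reads +100%, hits lower the ratio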
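Compounds up to 46 uM were incubated four hours with TMD8 cells whose green CBG68 luciferase is fused to IkappaBalpha; red CBR luminescence normalised the signal, and concentration-effect curves were fitted to fusion, red and ratio data.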
GALK inh – inhibitors of human galactokinase; P51570; hit rate 0.007% among 270,000; Potency, µM (series often up to 57.5 µM), without a hit: at the top dose activity change, negative = inhibition, usual class: inhibitors; Purified GALK, Kinase-Glo residual ATP luminescence; note: potency is the fitted concentration of half-maximal effect; % is set by controls: 0 for no effect and ±100 for the full control effect
Target sequence (P51570 whole entry, looked up): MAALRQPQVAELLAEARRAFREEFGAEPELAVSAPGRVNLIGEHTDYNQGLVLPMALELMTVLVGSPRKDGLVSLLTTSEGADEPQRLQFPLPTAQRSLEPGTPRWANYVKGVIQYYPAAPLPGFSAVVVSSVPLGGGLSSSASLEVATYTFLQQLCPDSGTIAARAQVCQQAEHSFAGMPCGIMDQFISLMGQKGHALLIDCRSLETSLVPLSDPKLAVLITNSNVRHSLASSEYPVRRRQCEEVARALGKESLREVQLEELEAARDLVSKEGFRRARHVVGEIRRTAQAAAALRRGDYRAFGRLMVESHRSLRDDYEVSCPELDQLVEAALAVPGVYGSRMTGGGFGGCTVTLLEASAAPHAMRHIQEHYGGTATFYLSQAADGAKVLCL
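Kinase-Glo Plus luminescence measured ATP left after a 1 h room-temperature reaction. The reaction used 5 nM GALK, 100 uM galactose and 35 uM ATP at pH 8.0 (20 mM HEPES, 5 mM MgCl2, 60 mM NaCl, 1 mM DTT, 0.01% BSA).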
Coupling enz – coupling enzyme interference in Giardia aldolase counter-screen | hit rate 0.67% among 290,000 | activity change, negative = inhibition, % at 58.2 µM, hits read low | coupling enzyme system counterscreen, AmpLite Red fluorescence; in the data active = activity change below about -30%; note: % is set by controls: 0 for no effect and ±100 for the full control effect
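Fluorescence at 525 nm excitation and 598 nm emission measured inhibition of the coupled detection system without aldolase. Compounds (at 57.5 uM final) were preincubated 10 min at room temperature with coupling enzyme reagent before a 20 min substrate/AmpLite Red step.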
Giardia killer – kills Giardia lamblia; activity change, % at 7.66 µM, hits read low; Giardia lamblia trophozoite viability; hit rate 0.15% among 340,000; AID 540267; in the data active = activity change below about -80%; inconclusive = between about -30% and that limit;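 note: parasites exposed to compound for two days anaerobically before the ATP read; % is set by controls: 0 for no effect and ±100 for the full control effect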
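Giardia lamblia trophozoites (100 cells/well) were incubated with compounds for 48 h at 37 deg C under anaerobic conditions. Viability was read as ATP content by one-step luminescence after 15-30 min at room temperature.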
Starred values were filed as active, the others as inactive; u = inconclusive; x = not tested or not shown; [ ] = remark or other dose. Unless noted, calls come from the whole dose curve; as a rule, active = well fitted curve in the direction sought with a large enough effect; inconclusive = small, poorly fitted or top-dose-only effect, or another doubt; inactive = no such curve, though single readings can be large; an effect the other way counts as inactive or inconclusive.

SMILES	TSHR antag	hERG WT inh	TCR act	CXXC DNA block	Tb PFK block	A-T KAP1 phos	Chronic BCR inh	GALK inh	Coupling enz	Giardia killer
Cc1cnc(CNC(=O)CC2C(=O)NCCN2Cc2ccccc2F)cn1 (stereo not given)	-12	20	4%	-5%	2%	-25%	-8%	-5%	x	0
COc1cccc(C(=O)NC2CC3CCCC(C2)N3Cc2ccc(C)cc2)c1 (stereo not given)	5	7	6%	8%	3%	1%	-5%	-4%	0	3
O=C(COC(=O)/C=C/c1ccc2c(c1)OCO2)Nc1ccc(S(=O)(=O)N2CCCC2)cc1	-6	6	12%[46.1 µM]	0%	-5%	-2%	0%	0%	0	15
CC(C)Cc1nnc(NC(=O)CCC(=O)Nc2ccccc2)s1	-7	8	-2%	6%	2%	8%	-10%	1%	x	-3
Cc1cccc(NC(=O)c2cnn(C)c2)c1C	9	-2	-5%[46.1 µM]	18%	-3%	8%	-7%	0%	1	-15
O=C(Nc1ccc(-c2nc3cc(Cl)ccc3c(=O)o2)cc1)c1ccco1	-9	2	-7%[46.1 µM]	11%	0%	2%	u	0%	2	7
O=[N+]([O-])c1ccc2nc(-c3ccc(OC(F)F)cc3)cn2c1	-6	-2	1%	-4%	2%	-2%	-14%	-1%	-13	u
O=C(Nc1cccc(O)c1)c1ccc(C(F)(F)F)cc1	-8	-7	8%	-28%	-7%	-4%	0%	4%	0	-10
Cc1cc(C)n2nc(C(=O)Nc3nnc(C4CC4)s3)nc2n1	-4	-9	-3%	-22%	1%	1%	-6%	0%	1	1
CCOC(=O)N1CCN(C(=O)C(=O)NN)CC1	3	-1	1%	-3%	-1%	1%[11.5 µM]	1%	1%	2	13
COc1cccc(NC(=S)N2C3CCCC2CC(NC(=O)C2CC2)C3)c1 (stereo not given)	24	5	-10%	8%	-7%	12%	u	10%	2	-5
O=C(NCc1n[nH]c(=S)n1-c1ccc(Br)cc1)c1ccc(S(=O)(=O)N2CCCC2)cc1	0	-11	-2%	3%	-3%	2%	2%	1%	2	11
COC(c1ccccc1)c1nc2ccccc2[nH]c1=O (stereo not given)	-1	-1	-4%	-1%	-2%	-10%	0%	4%	3	-3
C#CCOc1ccc(C2C3=C(CC(C)(C)CC3=O)N(CC(=O)O)C3=C2C(=O)CC(C)(C)C3)cc1	-7	4	-8%	-16%	1%	5%	5%	0%	0	-10
Cc1cc(NC(=O)CCS(=O)(=O)c2ccc(F)cc2)no1	7	-2	2%	x	1%	15%	1%	x	x	6
O=C(NCCc1csc(-c2cccnc2)n1)c1ccccc1Br	6	-13	1%	-10%	-4%	3%	-14%	4%	2	0
CC1=NN(c2ccccc2)C(=O)/C1=C\c1sccc1C	11	6	6%	u	u	0%	0%	1%	-11	3
CCC1CCCCN1C(=S)NC(=O)c1ccco1 (stereo not given)	35	-3	1%	x	0%	21%	u	x	x	u
CC(=O)Nc1ccc(NC(=O)C(C)OC(=O)CNC(=O)c2sc3ccccc3c2Cl)cc1 (stereo not given)	-7	2	-6%[46.1 µM]	-4%	9%	0%	0%	-3%	1	-1
CCCSc1nsc(N)n1	11	4	-9%	0%	1%	4%	u	-1%	1	-14
CCCCc1nnc(NC(=O)CN2C(=O)c3ccccc3C2=O)s1	3	1	-3%	14%	-3%	-8%	2%	0%	1	-9
CC(=O)Nc1ccc(S(=O)(=O)N2CCCC2C(=O)O)cc1 (stereo not given)	3	-2	-2%	1%	0%	4%	-3%	4%	-1	-5
Cc1c(C(=O)O)oc2ccc(S(=O)(=O)N3CC(C)CC(C)C3)cc12 (stereo not given)	-9	-8	-5%	1%	2%	12%	11%	0%	17	-11
COC(=O)CCC(=O)Nc1sc2c(c1C#N)CCCC2	10	15	3%	9%	3%	u	u	5%	-5	1
NC(=O)c1ccccc1NC(=O)/C=C/c1ccccc1	6	-10	0%	u	-1%	-2%	u	3%	-1	-24
CN1CCN(C(=O)Cn2c(=O)oc3cc(S(=O)(=O)NCc4ccccc4)ccc32)CC1	22	-13	5%	-3%	2%	8%	-2%	2%	3	6
O=C(Cc1ccc(F)cc1)NCc1cccnc1	1	0	-5%	6%	-11%	4%	u	10%	2	20
COc1cccc(C(=O)Nc2c(C)nn(-c3ccccc3)c2C)c1	9	7	2%	15%	0%	0%	u	-1%	4	18
Cc1cc(C)c(C)c(C(=O)COC(=O)CNC(=O)CNC(=O)c2ccco2)c1C	20	-2	-2%	48%[activator]	0%	0%	u	9%	2	3
O=C1/C(=C\c2ccco2)SC(=S)N1Cc1ccccc1	3	0	1%	0%	-8%	-8%	7%	-1%	-2	0

Entries shown so far containing a thiophene ring, fused or not (three):
SMILES	TSHR antag	hERG WT inh	TCR act	CXXC DNA block	Tb PFK block	A-T KAP1 phos	Chronic BCR inh	GALK inh	Coupling enz	Giardia killer
CC1=NN(c2ccccc2)C(=O)/C1=C\c1sccc1C	11	6	6%	u	u	0%	0%	1%	-11	3
CC(=O)Nc1ccc(NC(=O)C(C)OC(=O)CNC(=O)c2sc3ccccc3c2Cl)cc1 (stereo not given)	-7	2	-6%[46.1 µM]	-4%	9%	0%	0%	-3%	1	-1
COC(=O)CCC(=O)Nc1sc2c(c1C#N)CCCC2	10	15	3%	9%	3%	u	u	5%	-5	1

Further results.
SMILES	TSHR antag	hERG WT inh	TCR act	CXXC DNA block	Tb PFK block	A-T KAP1 phos	Chronic BCR inh	GALK inh	Coupling enz	Giardia killer
CCn1c(CC(=O)Nc2ccccc2C)nnc1SCC(=O)NC1=NCCS1	11	2	-1%	-1%	0%	-2%	-3%	-2%	-3	-23
O/N=C/c1ccnc(SCc2ccc(Cl)cc2)n1	27	0	3%	-2%	0%	12%	1%	1%	-2	12
Cc1cc(C)nc(NC(=O)Cc2ccc(Cl)cc2)c1	7	-5	-2%	0%	-1%	12%	13%	5%	-2	5
Cc1nn(C)c(=O)n1-c1ccccc1	-11	24	-1%	-3%	-3%	-5%	u	13%	2	-16
Cc1c(Br)c([N+](=O)[O-])nn1CC(=O)Nc1ccc2nc3n(c(=O)c2c1)CCCC3	5	-3	-13%	4%	u	-3%	u	2%	x	-7
Nc1cc[n+](CC(=O)Nc2ccccc2)cc1	4	3	-7%	-6%	2%	-3%	-8%	9%	1	-3
O=C(CCS(=O)(=O)c1ccccc1)Nc1ccc(-c2nc3ccccc3s2)cc1	-3	-4	4%[46.1 µM]	2%	5%	1%	u	1%	3	-8
Oc1ccc(COc2cccc3ccccc23)c2cccnc12	18	x	x	x	-4%	10%	1%	x	x	x
O=S(=O)(NCCc1csc(-c2cccnc2)n1)c1ccc(Cl)s1	-12	-4	6%	10%	2%	11%	u	0%	-3	19
CN(C(=O)c1ccc(NC(=O)C2CCCN(C(=O)OC(C)(C)C)C2)cc1)C1CCCCC1 (stereo not given)	-8	-4	-2%	x	-2%	-5%	0%	x	x	17

Quoted at random: 3 compounds from above, in no set order.
SMILES	TSHR antag	hERG WT inh	TCR act	CXXC DNA block	Tb PFK block	A-T KAP1 phos	Chronic BCR inh	GALK inh	Coupling enz	Giardia killer
Cc1c(Br)c([N+](=O)[O-])nn1CC(=O)Nc1ccc2nc3n(c(=O)c2c1)CCCC3	5	-3	-13%	4%	u	-3%	u	2%	x	-7
Nc1cc[n+](CC(=O)Nc2ccccc2)cc1	4	3	-7%	-6%	2%	-3%	-8%	9%	1	-3
Oc1ccc(COc2cccc3ccccc23)c2cccnc12	18	x	x	x	-4%	10%	1%	x	x	x

(more compounds)
SMILES	TSHR antag	hERG WT inh	TCR act	CXXC DNA block	Tb PFK block	A-T KAP1 phos	Chronic BCR inh	GALK inh	Coupling enz	Giardia killer
COc1ccccc1-c1nnn(C/C(N)=N/O)n1	-6	-9	-1%[46.1 µM]	8%	0%	9%	-5%	0%	-1	3
CC1CCCN(C(=O)c2cc(S(=O)(=O)N3CCCCC3)c[nH]2)C1 (stereo not given)	-1	8	-2%	0%	2%	-1%	-8%	x	-1	-11
Cc1occc1C(=O)NN1C(=O)C2C3CCC(O3)C2C1=O (stereo not given)	-9	-13	5%[46.1 µM]	3%	-3%	0%	-1%	1%	0	-8
CCc1c(C(=O)NNC(=O)Nc2ccc3c(c2)OCO3)csc1C	-7	4	-2%	21%	2%	6%	-11%	-3%	x	-16
ClC1(Cl)CC1Cn1c(C2CC2)nc2ccccc21 (stereo not given)	-14	-2	-3%	-9%	14%	12%	u	0%	-4	2
